USP1 inh = inhibitors of human USP1/UAF1 deubiquitinase. 390,000 compounds, 0.23% hits. recombinant USP1/UAF1, Ub-Rhodamine cleavage fluorescence. Potency, µM (highest dose often 57.1 µM), inactives show at the top dose activity change, negative = inhibition, most hits filed as inhibitors. O94782; also: potency is read from the fitted curve at half-maximal effect; % is scaled to controls: 0 for no effect and ±100 for the full control effect; nearly all actives have a fitted effect of over 60% in size; inactives centre near -12
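USP1/UAF1 complex (1 nM) preincubated 15 min at room temperature with compound, then Ub-Rho substrate (150 nM final) added. Kinetic fluorescence at 480/540 nm over 6 reads at 60 s intervals; 50 mM HEPES pH 7.8, 0.5 mM EDTA, 0.1 mg/ml BSA, 1 mM TCEP, 0.01% Tween-20.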
TRHR ag = agonists of human TRH receptor | TRHR cells, calcium flux fluo-8, FDSS agonist mode | 360,000 compounds, 0.18% hits | activation, % at 2 µM; in the data active = activation above about 30%; also: 0% is about no effect
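Read-out: compound-evoked intracellular calcium rise in TRHR cells, fluo-8 dye, kinetic FDSS fluorescence at 1 s/cycle following a 10-cycle baseline. Cells cultured overnight before dye loading (30 min–1.5 h, RT).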
PI4K2A inh = PI4K2A (human) kinase inhibition; Q9BTU6; purified PI4K2A, ADP-Glo luminescence, 1 h; stronger effect = lower value; activity change, negative = inhibition, % at 76.9 µM; 420,000 compounds, 0.13% hits; in the data active = activity change below about -50%; inconclusive = mostly about -30% to -49%;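 also: -100% = wells without enzyme as full effect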
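In this quantitative HTS, ADP production by PI4K2A was quantified luminescently after 1 h at ambient temperature; 100 microM adenosine served as plate-quality control.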
D2 antagonist = D2 dopamine receptor (human) antagonism. inhibition, % at 10 µM. HEK293 TREx D2 cells, calcium flux, dopamine EC80. 340,000 compounds, 2% hits. P14416; in the data active = inhibition above about 30%; also: 0% is about no effect
Target sequence (P14416 whole entry, looked up): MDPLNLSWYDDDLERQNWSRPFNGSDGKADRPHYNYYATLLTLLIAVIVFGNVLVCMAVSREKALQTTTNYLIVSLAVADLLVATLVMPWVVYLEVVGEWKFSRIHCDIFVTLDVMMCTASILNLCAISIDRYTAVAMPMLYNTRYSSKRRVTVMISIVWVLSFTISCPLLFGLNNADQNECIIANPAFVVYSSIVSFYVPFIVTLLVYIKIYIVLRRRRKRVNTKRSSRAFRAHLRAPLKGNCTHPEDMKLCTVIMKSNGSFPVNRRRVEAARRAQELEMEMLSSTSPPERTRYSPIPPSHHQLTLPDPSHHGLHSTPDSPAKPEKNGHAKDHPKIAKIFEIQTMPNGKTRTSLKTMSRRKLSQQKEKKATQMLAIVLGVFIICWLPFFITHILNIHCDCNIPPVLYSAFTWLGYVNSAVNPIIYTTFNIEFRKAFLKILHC
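Inhibition of EC80 dopamine-driven calcium flux, recorded kinetically, defines activity here; cells are a tetracycline-induced HEK293 T-REx line expressing force-coupled D2.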
D2 agonist = D2 dopamine receptor (human) agonism. activation, % at 2 µM. HEK293 T-REx D2 cells, calcium flux agonist mode. AID 485358. P14416. 340,000 compounds, 0.53% hits;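 active = activation over 3 SD above normal in the single-dose calcium agonist read, cut at about 30% in these data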; also: 0% is about no effect
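Agonism scored from kinetic calcium signal (1 read/sec, 180 s) following compound pin transfer, after a 10 s baseline. Cells: HEK293 Trex line expressing inducible D2 receptor coupled to calcium, dye-loaded after overnight culture at 30 C.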
TrxR1 inh = rat TrxR1 inhibition. O89049. recombinant rTrxR1, NADPH fluorescence consumption, selenite substrate. Potency, µM (titrated, usually from 114 µM), for inactives: top-dose activity change, negative = inhibition, most hits filed as inhibitors. 390,000 compounds, 1% hits. AID 588453; also: potency is read from the fitted curve at half-maximal effect; % is scaled to controls: 0 for no effect and ±100 for the full control effect; nearly all actives have a fitted effect of over 65% in size
Target sequence (O89049 whole entry, looked up): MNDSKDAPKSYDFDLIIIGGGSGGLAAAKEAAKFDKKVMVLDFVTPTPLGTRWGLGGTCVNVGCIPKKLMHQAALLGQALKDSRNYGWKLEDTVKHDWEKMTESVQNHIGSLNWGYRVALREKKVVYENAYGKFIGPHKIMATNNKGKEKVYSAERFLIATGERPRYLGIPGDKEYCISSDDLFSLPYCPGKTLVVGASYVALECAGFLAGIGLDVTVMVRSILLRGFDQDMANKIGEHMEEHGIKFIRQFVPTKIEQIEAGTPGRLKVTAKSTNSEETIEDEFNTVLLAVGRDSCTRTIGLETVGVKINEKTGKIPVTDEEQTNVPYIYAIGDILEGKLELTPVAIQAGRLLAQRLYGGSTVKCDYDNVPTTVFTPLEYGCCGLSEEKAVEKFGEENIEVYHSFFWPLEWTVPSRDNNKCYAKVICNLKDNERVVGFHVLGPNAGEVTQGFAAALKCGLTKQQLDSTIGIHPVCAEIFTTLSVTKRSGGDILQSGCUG
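Rat TrxR1 (90 nM in the dispensed reagent) was pre-reduced with 400 uM NADPH for 5 min at room temperature, then incubated with compound for 15 min. After 400 uM selenite was added, NADPH fluorescence (Ex 340/Em 450 nm) was followed for 8 min.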
TrxR1 substrate = rat thioredoxin reductase 1 substrate activity. O89049. purified TrxR1 substrate turnover, NADPH consumption readout. Potency, µM (highest dose often 114 µM), for the others: top-dose activity change, negative = substrate turnover. 390,000 compounds, 0.01% hits. AID 588456; also: potency is read from the fitted curve at half-maximal effect; % is scaled to controls: 0 for no effect and ±100 for the full control effect; nearly all actives have a fitted effect of over 50% in size
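Rat TrxR1, dispensed at 90 nM, was prereduced with 400 uM NADPH (final) for 5 min at ~22 deg C, then incubated with compound 15 min before 400 uM selenite. A first-read NADPH fluorescence drop versus no-compound background flagged substrates.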
IDH1 R132H inh = blocks human mutant IDH1 R132H enzyme; AID 602179; 390,000 compounds, 0.093% hits; IDH1-R132H enzyme, NADPH consumption, diaphorase/resazurin fluorescence; Potency, µM (doses to about 76.6 µM), without a hit: top-dose activity change, negative = inhibition, hits mostly inhibitors; also: potency is read from the fitted curve at half-maximal effect; % is scaled to controls: 0 for no effect and ±100 for the full control effect; nearly all actives have a fitted effect of over 65% in size
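IDH1-R132H (0.5 ug/mL) preincubated 30 min with compound, then NADPH (0.016 mM) and alpha-KG (2 mM) added; 80 min at RT, pH 7.5. Remaining NADPH coupled via diaphorase/resazurin to fluorescence (540/590 nm); concentration-response curves normalized to no-enzyme control.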
TRHR PAM = allosteric enhancers of human TRH receptor; P34981; TRHR cells, fluo-8 calcium fluorescence, EC20 TRH enhancement; enhancement, % at 2 µM; 360,000 compounds, 0.66% hits; AID 493056; in the data active = enhancement above about 30%; also: 0% is about no effect
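Enhancer read-out: after compound pinning and an initial kinetic agonist-mode read, an EC20 of TRH (10 nM final) was injected and fluo-8 calcium signal (Ex 480/Em 530) followed at 1 s/cycle for 100 cycles in TRHR-expressing cells.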
Starred values were filed as active, the others as inactive; ? = inconclusive; . = not tested or not shown; [ ] = remark or other dose. Unless noted, calls follow the shape of the dose curve; as a rule, active = well fitted inhibition curve with a large enough effect; inconclusive = small, poorly fitted or top-dose-only effect; inactive = no such curve, though single readings can be large or run the other way.

SMILES	USP1 inh	TRHR ag	PI4K2A inh	D2 antagonist	D2 agonist	TrxR1 inh	TrxR1 substrate	IDH1 R132H inh	TRHR PAM
CCCOc1ccc(NC(=O)CC2C(=O)N(c3ccc(C)cc3)C(=O)N2Cc2cccc(OC)c2)cc1 (configuration not stated)	-5%	0.0	-7	.	-0.6	45%[activator]	5%	24%	1
Cc1cc(=O)[nH]c(SCC(=O)NCCOc2ccccc2)n1	13%	0.4	-2	8	0.0	-8%	2%	-2%	6
C=CCn1c(SCC(=O)N2CCCCCC2)nc2ccccc2c1=O	-16%	-0.3	-4	.	.	7%[57.1 µM]	4%[57.1 µM]	-6%	7
Cc1ccc2c(c1)C(=O)N(CCCCO)C2=O	2%	0.4	0	-1	-0.4	-12%	-10%	4%	-3
Cc1ccc(-c2nc(CS(=O)CC(=O)NCCN3CCCCC3C)c(C)o2)cc1 (configuration not stated)	-16%	-0.7	0	15	0.6	-6%	-1%	2%	-3
COc1ccccc1C1=NNC(=Nc2cccc(S(=O)(=O)N(C)C)c2)SC1	?	-0.7	-6	-8	1.2	5%[57.1 µM]	-5%	?	-4
Cc1ccc(S(=O)(=O)NCC(=O)N(CC(=O)NC(C)(C)C)Cc2ccc3c(c2)OCO3)cc1	-11%	0.9	3	-8	1.0	16%	2%	-3%	-6
Cc1ccc2cc3cc(C(=O)N4CCCCCC4)oc3nc2c1	1%	-0.9	1	27	1.1	-8%	11%	3%	0
CCCn1c(C(CO)Nc2nc(C)cs2)nc2ccccc21 (configuration not stated)	?	-0.5	-2	10	0.9	?	1%	11%	-4
COc1ccc(-c2nc3c(c(SCC(=O)Nc4cc(C)cc(C)c4)n2)Cc2c(CO)cnc(C)c2O3)cc1	-3%	-0.6	1	.	0.0	13%	6%	-2%	7
O=C(CN1CCCC1)N1CCCC(c2ccc(F)cc2)c2ccc(F)cc21 (configuration not stated)	-16%	0.5	5	-11	-4.5	-14%	-8%	6%	8
CCc1noc(C)c1C(=O)N(CC)CC(=O)Nc1cc(Cl)ccc1C	-11%	0.3	-4	.	.	?	10%	15%	3
CC(=O)NC(Nc1c(C)n(C)n(-c2ccccc2)c1=O)C(Cl)(Cl)Cl (configuration not stated)	-23%	0.0	1	-15	-0.8	56µM*	1%	1%	0
CC1(C)Cc2c(C#N)c(NCCN3CCOCC3)nc(-c3ccccc3)c2CO1	0%	0.5	-3	-1	1.0	-1%	-5%	0%	0
COc1ccccc1-c1nnc(Nc2nc3c(OC)cccc3s2)o1	-12%	0.2	1	-10	1.5	45%[activator][57.1 µM]	131%[activator][57.1 µM]	-1%	-3
O=C(Cc1csc(Nc2nc(=S)[nH]c3ccccc23)n1)NCc1ccc(Cl)cc1	-16%	2.4	9	10	0.2	10%	-5%	9%	-7
COCCCNC(=O)CN(Cc1ccccc1)S(=O)(=O)c1ccccc1	-6%	0.0	-6	-15	0.3	2%	-5%	-9%	-4
O=C(c1ccc[nH]c1=S)N1CCN(S(=O)(=O)c2ccc(Br)cc2Cl)CC1	-2%	0.5	-1	6	-3.2	-10%[57.1 µM]	11%[0.0914 µM]	1%	-3
COc1ccc2sc(/C=C/c3ccccc3O)[n+](C)c2c1	?	3.2	-3	7	2.4	-4%[57.1 µM]	-5%[57.1 µM]	0%	2
O=C(NCc1ccccc1Cl)C1CCN(S(=O)(=O)c2ccc(F)cc2)CC1	-11%	0.0	5	-2	0.5	-1%[57.1 µM]	-4%[57.1 µM]	-9%	13
O=C(Nc1c2n(c(=S)n(-c3ccccc3)c1=O)CCCCC2)c1ccccc1	-6%	0.2	5	-3	0.0	9%[57.1 µM]	-12%	1%	-8
Cc1ccc2nc(-c3cccc(Br)c3)cc(C(=O)NC3CC3)c2c1	-17%	0.1	0	-1	0.6	-1%	3%	3%	-5
COC(=O)[C@H](Cc1c[nH]c2ccccc12)NCc1cccc(B(O)O)c1	-4%	.	0	.	.	-1%	-4%	-17%	.
N#Cc1ccc(S(=O)(=O)NC2CC2)cc1	?	0.3	-5	15	0.1	33%[57.1 µM]	19%	7%	-12
CCC(C(=O)OCC(=O)c1ccc(OC)cc1OC)c1ccccc1 (configuration not stated)	-31%	-0.3	-12	.	.	13%	-1%	4%	10
COc1ccc(CN2CCNC(=O)C2CC(=O)N(C)Cc2ccon2)c(OC)c1 (configuration not stated)	-21%	-0.5	1	7	0.5	-3%[57.1 µM]	-1%[57.1 µM]	-6%	13
O=C(CSCc1ccccc1)Nc1ccc(Cl)cn1	-6%	0.4	-18	20	0.4	-8%	-11%	8%	-7
Cc1nc(-c2ccc(S(=O)(=O)Nc3ccccc3C)cc2)co1	-13%	-0.5	1	.	.	-31%	-12%	0%	3
CCOP(=O)(c1ccccc1)C(O)c1ccc(Br)cc1 (configuration not stated)	-22%	-0.1	-3	10	0.1	0%	0%	4%	9
O=C(Nc1cccc(Cl)c1)c1ccc(NC2=NC3CS(=O)(=O)CC3S2)cc1 (configuration not stated)	-20%	0.8	1	2	0.4	3%[57.1 µM]	-2%[57.1 µM]	-6%	-3
Cc1ccc(C(=O)OCC(=O)NC(=O)NCc2ccccc2)cc1C	-20%	0.2	4	13	-0.8	6%	-1%	0%	2
COc1cc(NC(=O)C(CC(C)C)NS(=O)(=O)c2ccc3c(c2)oc(=O)n3C)c(C(=O)O)cc1OC (configuration not stated)	-27%	-0.1	-15	.	0.5	-5%	0%	42%[activator]	-2
COc1cccc(CNC(=O)CN(c2ccc(C(C)C)cc2)S(=O)(=O)c2c(C)n[nH]c2C)c1	-32%	-0.6	-5	.	0.5	-4%	-9%	-14%	-2
CC(C)(C)OC(=O)N1CCC(c2c(C(=O)NCCc3ccccc3)cnn2-c2ccc(F)cc2F)CC1	-3%	-0.7	-2	.	0.2	19%	-4%	17%	15
CN(Cc1ccco1)C(=O)C(Cc1ccccc1)NS(=O)(=O)c1ccc2c(c1)CCC(=O)N2 (configuration not stated)	?	0.0	0	-4	0.2	?	4%	1%	-6
O=C(COC(=O)c1cc([N+](=O)[O-])ccc1N1CCOCC1)Nc1c(Cl)cccc1C(F)(F)F	-21%	-0.1	2	-11	0.4	0%	-5%	0%	1
CC1=C(c2ccc(C)c(C)c2)S(=O)(=O)N=C1N1CCN(c2cccc(C(F)(F)F)c2)CC1	6%	-0.1	8	.	-1.3	10%	-1%	-19%	0
Oc1ccc(-c2cn3ccccc3n2)cc1	-14%	-1.3	-21	2	-0.5	28%	61%[activator]	8%	3
Cc1ccc(C(C[N+](=O)[O-])c2c(C)[nH]n(-c3ccccc3)c2=O)cc1 (configuration not stated)	?	1.4	-26	5	5.5	?	-5%	13%	-3
Cc1occc1C(=O)N(C)CC1CCCN(CCc2ccccc2F)C1 (configuration not stated)	-3%	-0.6	-1	-31	-0.2	-2%	-2%	-7%	18
N#CC1(NC(=O)COC(=O)c2cc([N+](=O)[O-])ccc2N2CCOCC2)CCCCC1	-23%	-0.1	0	6	0.6	7%	-5%	0%	9
CC(C(=O)Nc1cccc(C#N)c1)n1nc(-c2ccccc2)c2c(c1=O)CCCC2 (configuration not stated)	-19%	-0.4	2	.	.	25%	3%	0%	-8
C=Cc1ccc(Cn2c(SCC(=O)N3CCN(c4ccc(F)cc4)CC3)nc3ccccc32)cc1	?	-0.2	2	.	.	23%	3%	-8%	1
Cc1ccc2nc(NC(=S)NC(=O)c3ccco3)sc2c1	-15%	0.4	-1	-16	-0.4	17%	9%	1%	-2
CCN(C(=O)CSc1nc2ccccc2o1)c1c(N)n(Cc2ccccc2)c(=O)[nH]c1=O	-3%	0.2	-1	-12	-0.2	12%	0%	1%	4
COc1ccc(-n2nc(C(=O)N3CCC(C)CC3)c3c4ccccc4n(C)c3c2=O)cc1Cl	-10%	0.5	-2	.	-0.4	-4%	-4%	-11%	-13
CCOc1ccc(NC(=O)COC(=O)c2ccc3c(c2)OCCO3)cc1	-18%	0.3	0	-5	0.0	19%	6%	12%	8
Cc1cc2nc(Sc3c([N+](=O)[O-])nc(C)n3Cc3ccccc3)[nH]c2cc1C	-20%	-1.3	3	23	-1.4	7.1µM*	-8%	4%	-5
Cc1nn(C)c(C)c1S(=O)(=O)N(CC(=O)N1CCc2ccccc2C1)c1ccc(C(C)C)cc1	-26%	0.0	1	-10	0.4	23%	-5%	7%	7

A draw from above in order of length of the SMILES, largest number first:
SMILES	USP1 inh	TRHR ag	PI4K2A inh	D2 antagonist	D2 agonist	TrxR1 inh	TrxR1 substrate	IDH1 R132H inh	TRHR PAM
COc1ccc(-c2nc3c(c(SCC(=O)Nc4cc(C)cc(C)c4)n2)Cc2c(CO)cnc(C)c2O3)cc1	-3%	-0.6	1	.	0.0	13%	6%	-2%	7
COc1ccc(-n2nc(C(=O)N3CCC(C)CC3)c3c4ccccc4n(C)c3c2=O)cc1Cl	-10%	0.5	-2	.	-0.4	-4%	-4%	-11%	-13
N#CC1(NC(=O)COC(=O)c2cc([N+](=O)[O-])ccc2N2CCOCC2)CCCCC1	-23%	-0.1	0	6	0.6	7%	-5%	0%	9
Cc1cc2nc(Sc3c([N+](=O)[O-])nc(C)n3Cc3ccccc3)[nH]c2cc1C	-20%	-1.3	3	23	-1.4	7.1µM*	-8%	4%	-5
O=C(Nc1cccc(Cl)c1)c1ccc(NC2=NC3CS(=O)(=O)CC3S2)cc1 (configuration not stated)	-20%	0.8	1	2	0.4	3%[57.1 µM]	-2%[57.1 µM]	-6%	-3
Cc1ccc2cc3cc(C(=O)N4CCCCCC4)oc3nc2c1	1%	-0.9	1	27	1.1	-8%	11%	3%	0

Pulled by structure from the entries so far, 2 records:
SMILES	USP1 inh	TRHR ag	PI4K2A inh	D2 antagonist	D2 agonist	TrxR1 inh	TrxR1 substrate	IDH1 R132H inh	TRHR PAM
Cc1ccc(-c2nc(CS(=O)CC(=O)NCCN3CCCCC3C)c(C)o2)cc1 (configuration not stated)	-16%	-0.7	0	15	0.6	-6%	-1%	2%	-3
N#Cc1ccc(S(=O)(=O)NC2CC2)cc1	?	0.3	-5	15	0.1	33%[57.1 µM]	19%	7%	-12

Screens from PubChem.
